Bioassay records as filed in PubChem BioAssay.
Pf Dd2 growth: Plasmodium falciparum Dd2 growth inhibition; P. falciparum Dd2 growth, SYBR Green, 72 h; Potency, µM (series often up to 28.9 µM), for inactives: top-dose activity, negative = inhibition, usual class: inhibitors; actives 4.3% (n = 120,000); AID 1347417; active means well fitted inhibition curve with a large enough effect; inconclusive means small, poorly fitted or top-dose-only effect; inactive means no such curve, though single readings can be large or run the other way;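 further: plate controls were DMSO vehicle for no effect and reference drug for full effect; nearly all actives have a fitted effect of over 65% in size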
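Infected erythrocytes (Dd2, 0.3% parasitemia, 2.5% hematocrit final) are added to compound in RPMI-1640/Albumax II medium, grown 72 h at 37C in low oxygen, then lysed with saponin/Triton-X containing SYBR Green and read by fluorescence.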
Active calls of the source: *; i = inactive; ? = inconclusive; [ ] = remark or other dose. Potency means the concentration at half of the fitted maximal effect. These rows are one share of the data. The share of hits here may be higher or lower than overall.

entry	canonical_smiles	Pf Dd2 growth
1	Cc1ccc(NC(=O)c2ccc(COc3ccccc3Cl)o2)cc1	38%
2	OCC1CN(C2CCC2)CC12CCN(Cc1ccncc1)CC2 (stereo not given)	?
3	O=C(NC1CCN(Cc2ccccc2)CC1)c1nnn2c1COC(c1ccc(F)cc1)C2 (stereo not given)	?
4	O=C(CN1C(=O)NC2(CCCCC2)C1=O)Nc1ccc2c(c1)OCO2	-2%
5	CN(C)c1ccc(C(=O)Nc2ccc(-c3nc4ccccc4o3)cc2)cc1	-25%
6	Cc1ccc(F)cc1S(=O)(=O)N1C[C@@H](F)C[C@H]1C(=O)N1CCc2ccccc2C1	i
7	COc1ccc(OC)c(NC(=O)[C@H](Cc2ccccc2)N2Cc3ccccc3C2=O)c1	i
8	CN(Cc1ccc(F)cc1)Cc1cccn1C	-29%[44.1 µM]
9	COc1ccccc1CNC(=O)C1CCN(C(=O)c2nnn3c2COC(c2ccc(C)cc2)C3)CC1 (stereo not given)	5%
10	CCOc1ccc(CCNC(=O)CCc2c(C)nc3c(c(C)nn3-c3ccc(C)c(C)c3)c2C)cc1	3%
11	CC1CCCCN1Cc1nc2c(c(=O)n(C)c(=O)n2C)n1Cc1ccc(Br)cc1 (stereo not given)	16%
12	COc1ccc(-c2nc3sc(CCNC(=O)Cc4ccc(F)cc4)c(C)n3n2)cc1	?
13	O=C1OCCCN1CCNc1ccc(-c2nc(-c3ccccc3F)no2)cn1	i
14	Clc1cccc(CN2CC[C@H](c3nnc(-c4ccncc4)o3)C2)c1	i
15	Cc1ccccc1C(=O)NC1CCN(c2cc(-c3ccc(Cl)cc3)[nH]n2)CC1	i
16	CCc1noc(-c2cccn3c(CNC(=O)Cc4ccc(F)cc4)nnc23)n1	i
17	CCOCC1(C)COc2ccc(C(=O)Nc3cccnc3)cc2N1 (stereo not given)	-24%[44.1 µM]
18	COc1ccccc1NC(=O)c1cc2ccc3cccnc3c2[nH]1	i
19	NC(=O)[C@H](CC1CCCCC1)NC(=O)[C@H]1CNCCN1C(=O)NC1CCCCC1	-7%[44.1 µM]
20	CCOC(=O)Cn1nc(-c2ccccc2)c2cnc3ccc(OCC)cc3c21	?

Among those listed so far, these contain an NH in an aromatic ring.
entry	canonical_smiles	Pf Dd2 growth
15	Cc1ccccc1C(=O)NC1CCN(c2cc(-c3ccc(Cl)cc3)[nH]n2)CC1	i
18	COc1ccccc1NC(=O)c1cc2ccc3cccnc3c2[nH]1	i

Additional entries
entry	canonical_smiles	Pf Dd2 growth
21	CCCN(CCC)C(=O)Cn1c(=O)n(-c2cccc(C(F)(F)F)c2)c(=O)c2c(C)c(C)sc21	-12%
22	CCc1ccc(NC(=O)C2CCN(S(=O)(=O)c3c(C)noc3/C=C/c3cccs3)CC2)cc1	13µM*
23	NCCn1cc(C(=O)N(Cc2ccccn2)CC2CCCO2)nn1 (stereo not given)	-11%
24	CCn1nc(C)c(-c2cc(C(=O)N3CCC(CCOc4ccccc4OC)C3)no2)c1C (stereo not given)	?
25	CC1(C(=O)N2CCC(Cc3ccccc3)CC2)CCOCC1	2%[44.1 µM]
26	O=C(Cn1nc2c(cc1=O)CCCC2)Nc1nnc(C2CCC2)s1	-4%
27	COc1cncc(Nc2ncc(-c3ccccc3OC)c3c2OCC3)c1	?
28	CNC(=O)[C@H]1C[C@H](Oc2cccnc2)CN1S(=O)(=O)c1cccc(OC)c1	-33%
29	Cc1ccc(C(=O)NC2CC(c3nnc(CN(C)C)n3C)C2)s1 (stereo not given)	-15%
30	O=C(NC1CCCN(c2nc3ncccc3o2)C1)c1ccc(Cl)nc1 (stereo not given)	-13%

4 entries from above, as labelled records:
21. CCCN(CCC)C(=O)Cn1c(=O)n(-c2cccc(C(F)(F)F)c2)c(=O)c2c(C)c(C)sc21
- Pf Dd2 growth: -12%
22. CCc1ccc(NC(=O)C2CCN(S(=O)(=O)c3c(C)noc3/C=C/c3cccs3)CC2)cc1
- Pf Dd2 growth: 13µM*
23. NCCn1cc(C(=O)N(Cc2ccccn2)CC2CCCO2)nn1 (stereo not given)
- Pf Dd2 growth: -11%
24. CCn1nc(C)c(-c2cc(C(=O)N3CCC(CCOc4ccccc4OC)C3)no2)c1C (stereo not given)
- Pf Dd2 growth: ?

Remaining list, next part:
entry	canonical_smiles	Pf Dd2 growth
31	CS(=O)(=O)c1ccc(CN[C@@H]2CO[C@H](CNC(=O)Nc3ccccc3)[C@H]2O)cc1	-23%[44.1 µM]
32	Cc1cccc(OC(=O)c2cc(-c3ccc4c(c3)OCCO4)on2)c1	36%[activator]
33	CCOC(=O)N1CCN(CCC(=O)Nc2cc(C)ccc2C)CC1	73%[activator]
34	CCCSCCCNC(=O)c1ccc2c(c1)nc1n2CCCCC1	-15%
35	COc1ccc(NC(=O)Cn2c(=O)n(CCC(=O)NCC3CCCO3)c(=O)c3cc(OC)c(OC)cc32)cc1 (stereo not given)	3%
36	COc1ccc(NC(=O)[C@@H]2C[C@@H](c3cccc(C(F)(F)F)c3)N(Cc3cnn(C)c3)C2)cn1	-8%
37	O=C1CCN(C(=O)C2CCN(C(=O)C3CCCC3)CC2)CCCCCCN1	10%
38	CC(C)=CCC1(CO)CCCN(c2ccnc(N)n2)C1 (stereo not given)	?
39	COc1ccc(-c2onc(C)c2C(=O)N[C@@H](C)c2ccc(OC)cc2)cc1	-23%
40	CCCC1(CO)CCCN(Cc2cn3ccc(C)cc3n2)C1 (stereo not given)	10µM*
41	O=C(Cc1c[nH]c2ncc(-c3ccccc3)cc12)N1CCCC1	?
42	CC(C)CNC(=O)c1ccc2c(c1)C1(CCCN(CC3CC3)C1)CN2C (stereo not given)	-24%[44.1 µM]
43	O=C(Nc1c(C(=O)N2CCN(c3ccccc3F)CC2)oc2ccccc12)c1cccc(F)c1	?
44	O=C(NCCc1ccccc1)N1CCC(c2noc(-c3cnccn3)n2)C1 (stereo not given)	?
45	COc1ccc(Nc2nc(-c3ccccc3F)no2)cc1OC	-5%
46	CN(Cc1cccnc1)c1nc2c(c(=O)[nH]1)CCN(Cc1ccc(C#N)cc1)CC2	i[5.79 µM]
47	CCCCN1C(=O)[C@@H]2C[C@@H](O)CN2C2(CN(Cc3ccc(F)cc3)C2)C1=O	?
48	COCCc1nncn1C1CCN(C(=O)c2cc(C)cc(C)c2)CC1	-5%
49	CC(C)(C)OC(=O)N1CCC(c2c(C(=O)NCCN3CCC(Cc4ccccc4)CC3)cnn2-c2ccccc2)CC1	2.8µM*
50	CCc1nc(C)ccc1OCC(=O)NCC1COc2cc(OC)ccc2C1 (stereo not given)	-3%

The listing continues:
#	molecule	Pf Dd2 growth
51	CCOC(=O)c1ccc(N2C(=O)c3n[nH]c(-c4ccco4)c3C2c2ccc(F)cc2)cc1 (stereo not given)	?
52	COc1ccc(C(=O)N2CCCN(c3cc(-c4ccc(C)c(C)c4)[nH]n3)CC2)c(OC)n1	-5%
53	CS(=O)(=O)N1CCC(C2CCN(C(=O)NCCc3ccccc3)C2)CC1 (stereo not given)	-7%
54	CN1CCC(Nc2nccc(C3(c4ccccc4Cl)CCNCC3)n2)CC1	-5%
55	O=C(Nc1ccc(Br)cc1F)c1cc(S(=O)(=O)NC2CCCCC2)ccc1F	-15%
56	N#Cc1cccc(C(=O)N2CCC3(CC2)CC(CO)N(C(=O)c2ccccc2)C3)c1 (stereo not given)	21%
57	CC1=C[C@@H](CNC2CCOCC2)[C@H](C(C)C)C[C@H]1Cc1nc2ccc(Cl)cc2[nH]1	7.1µM*
58	COCCn1cc2c3c(cccc31)CN(C(=O)CCc1ccccc1OC)CC2	?
59	Cc1ccc(C(=O)N2CCC(n3cc(-c4nc(-c5ccccc5)no4)nn3)CC2)s1	?
60	O=C(CSc1ccnc(=O)[nH]1)NCc1ccc(F)cc1	16%
61	Cc1ccccc1Cc1c(C)nc2c(C(=O)N3CCC(Cc4nncn4CC4CC4)CC3)cnn2c1C	?
62	O=S(=O)(Cc1ccccc1)N[C@H]1CO[C@H]2[C@@H]1OC[C@@H]2n1nnnc1Oc1ccc(-n2ccnc2)cc1	-19%
63	COc1ccc(C(=O)NC2CC(=O)N(c3ccc4c(c3)OCCO4)C2)cc1 (stereo not given)	24%
64	CCOC(=O)C(C)N1CCOc2c(O)cc(-c3cccc(Cl)c3)cc2C1 (stereo not given)	11µM*
65	COc1ccccc1CNC(=O)[C@H]1CN2CCC1C[C@@H]2Cn1cc(-c2cccc(N)c2)nn1 (stereo not given in full)	?
66	CCc1ccccc1-n1nc(-c2c(C)nc3scc(CC(=O)NCC(C)C)n3c2=O)cc1C	-9%
67	O=C1CC(c2nc3ccccc3[nH]2)CN1c1cccc(Cl)c1 (stereo not given)	i
68	O=C(/C=C/c1cn(CC(O)CN2CCc3ccccc32)c2ccccc12)c1ccc(Br)cc1 (stereo not given)	?
69	O=C(CSc1nc2c([nH]c3ccccc32)c(=O)n1-c1ccc(F)cc1)NCc1ccco1	-28%
70	Cc1noc(C)c1CC(=O)NC1CCc2nn(CC3CC3)c(=O)n2CC1 (stereo not given)	95%[activator]
71	O=C1Nc2ccc(-c3cccc(C(F)(F)F)c3)cc2C(=O)N2CCN(C(=O)C3CCCC3)C[C@@H]12	i
72	C[C@H](O)c1c(-c2ccc(F)cc2)noc1C(=O)N1CCCC1	-14%[44.1 µM]
73	Cc1sc2ccn(C)c(=O)c2c1C(=O)N1CCN(c2ccc(F)cc2)CC1	i
74	CCN1CC(CNc2nccc(-c3c(C)nn(C)c3C)n2)CC1=O (stereo not given)	-2%
75	N#Cc1ccc(CN2CCc3n[nH]c(=O)n3CC2)cc1	?

Exported with each value named: entries from further up.
56. N#Cc1cccc(C(=O)N2CCC3(CC2)CC(CO)N(C(=O)c2ccccc2)C3)c1 (stereo not given)
  Pf Dd2 growth: 21%
57. CC1=C[C@@H](CNC2CCOCC2)[C@H](C(C)C)C[C@H]1Cc1nc2ccc(Cl)cc2[nH]1
  Pf Dd2 growth: 7.1µM*

Continuation.
#	molecule	Pf Dd2 growth
76	Cc1ccc(-n2ncc3c(N4CCN(Cc5ccccc5)CC4)ncnc32)cc1	8%
77	CSc1ccc(NC(=O)C2CCN(C(=O)c3nnn4c3COC(c3ccc(C)cc3)C4)CC2)cc1 (stereo not given)	i
78	O=C(NCCn1cc(SCc2ccccc2)c2ccccc21)c1cccs1	i
79	COc1ccc(-c2cc(N3CCCC(NC(=O)c4ccc(C)cc4C)C3)n[nH]2)cc1 (stereo not given)	?
80	CC(=O)N1CCC(C2CCN(Cc3cccc(C)c3)C2)CC1 (stereo not given)	?
81	CCC(CC)Nc1ncnc2c1CN(C1CCC1)C(=O)CN2C	?
82	CCOC(=O)CSc1nc2c(sc3ccccc32)c(=O)n1CCc1ccccc1	21%
83	O=C(N[C@H]1C[C@@H](CO)N(CC2CCCCC2)C1)c1cccnc1	?
84	O=C(NCCc1noc(C2CC2)n1)c1ccoc1	35%[activator]
85	COc1ccc(CCC(=O)N2CCC[C@H]2c2nc(-c3ccccc3)no2)cc1	i
86	CC(C)CN(Cc1cccnc1)C1CN(C(=O)Nc2ccccc2F)C1	i
87	CCN(CC)C(=O)CC[C@@H]1CNC(=O)[C@@H]2C[C@H](NCc3ccc(N(C)C)cc3)CN12	i
88	COc1cc(OC)cc(C(=O)Nc2cc(-c3nc4cccnc4s3)ccc2C)c1	-4%
89	Cc1noc([C@@H]2CC(F)(F)CN2S(=O)(=O)c2ccc(F)cc2)n1	14%
90	COc1ccccc1-c1cn2c(n1)CO[C@@H](CNC1CCOCC1)C2	?
91	COc1cccc(CNC(=O)CC2=C3CCCCC3NC2=O)c1OC (stereo not given)	-13%
92	CCCN1CCCC2(Cc3ccccc3CN(C(=O)Cc3ccc(OC)cc3)C2)C1 (stereo not given)	?
93	COc1ccc(C[C@H](NC(=O)C2=C[C@@H](NC(=O)CS(=O)(=O)c3ccccc3)[C@@H](O)[C@H](O)C2)C(N)=O)cc1	i
94	COc1ccc(C(CC(=O)N(C)C)c2ccccc2)cc1 (stereo not given)	-15%
95	CCC(=O)N1c2ccccc2CC1C(=O)NCc1cc(Br)ccc1OC (stereo not given)	4%
96	Nc1ncc(-c2ccc(-c3cc(NC4CCCC4)nc4[nH]ccc34)cc2)[nH]1	8.9µM*
97	Cc1ccc2[nH]c(CN3CCCC4(CC3)CN(C)C(=O)O4)cc(=O)c2c1 (stereo not given)	-15%
98	CC(C)(O)CCc1ccc(C(=O)NCCSc2ccccn2)cc1	?
99	COc1ccc(-c2cc(C(=O)N3CCN(c4ccccc4OC)CC3)c3cc(C(C)C)ccc3n2)cc1	?
100	COc1ccc(F)c(CN2CCCC(O)(CN3CCC(CCO)CC3)C2=O)c1 (stereo not given)	?
101	CCN(C1CCOCC1)C1CN(C(=O)c2cnn(C)c2)C1	20%
102	CCCCc1cc(C[C@H]2CNCC[C@H]2CC(=O)Nc2ccccc2)no1	?
103	CN(C)C[C@H]1O[C@@H](CO)[C@@H](O)[C@H]1N1CCN(C)CC1	15%[44.1 µM]
104	CC[C@@]1(C(=O)O)C[C@H](C(=O)N(C)CC(=O)O)[C@H](c2ccc(OC)cc2)N1C	-3%
105	O=C(CC1N=C2c3ccccc3N=C(SCC(=O)Nc3ccc(F)cc3)N2C1=O)NCc1ccc2c(c1)OCO2 (stereo not given)	17%
106	COC[C@@H]1CN(C(=O)c2ccccc2OC)C[C@H]1c1nc(C2CC2)no1	-16%
107	Cc1cc(C(=O)N[C@@H]2CN(c3ncccn3)C[C@H]2CO)n(C)n1	4%
108	CCC(C)NC(=O)c1c2c(nc3ccccc13)C(=O)N(C1CCCCC1)C2 (stereo not given)	i
109	Cc1ccccc1-c1[nH]nc2ncc(-c3ccnn3C)nc12	i
110	Cc1ccc(C(=O)Nc2ccc(-c3nnc4n3CCCC4)cc2)s1	5.6µM*
111	COCc1noc(CC2CCOC3(CCN(C(=O)c4ccc5[nH]ccc5c4)CC3)C2)n1 (stereo not given)	i
